Screening data (PubChem BioAssay)
LDHA inh: qHTS assay for inhibitors of human lactate dehydrogenase; purified LDHA, NADH/diaphorase-resazurin fluorescence; stronger effect = lower value; activity change, % (values are at about 110 or 230 µM); 480,000 compounds, 0.15% hits; AID 1347041, 2019; in the data active = activity change below about -30%; inconclusive = mostly about -25% to -30%;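 note: plate controls were DMSO wells for no effect and wells without enzyme for full effect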
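Enzyme activity of human lactate dehydrogenase 5 (2 nM; 0.06 mM NADH, 0.2 mM pyruvate, 5 min, RT) is measured via a resazurin/diaphorase fluorescence readout of residual NADH.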
Glioma ERSR ind: qHTS for Inducers of the Endoplasmic Reticulum Stress Response (ERSR) in Human Glioma: qHTS; U87-MG GRP78 promoter luciferase reporter, 16 h; 420,000 compounds, 0.02% hits; AID 602332, 2012; Potency, µM, for inactives: at the highest dose activation, hits mostly activators; note: potency is the fitted concentration of half-maximal effect; series mostly up to about 76 µM; % of control where 0% means no effect; nearly all actives have a fitted effect of over 35% in size
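Stably transfected U87-MG human glioma cells carrying a GRP78-based luminescent sensor were seeded at 1000 cells/well, pin-dosed with compounds and incubated 16 h. Luciferase reagent was then added, and end-point luminescence was read after 10 min at room temperature.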
D1 agonist: Allosteric Agonists of the Human D1 Dopamine Receptor: qHTS; AID 504660, 2011; 360,000 compounds, 1% hits; D(1A) dopamine receptor (Homo sapiens), P21728; activation, % at 2 µM; HEK293 T-REx D1 cells, calcium flux, agonist mode; in the data active = activation above about 30%; note: 0% is about no effect
Target sequence (P21728 whole entry, looked up): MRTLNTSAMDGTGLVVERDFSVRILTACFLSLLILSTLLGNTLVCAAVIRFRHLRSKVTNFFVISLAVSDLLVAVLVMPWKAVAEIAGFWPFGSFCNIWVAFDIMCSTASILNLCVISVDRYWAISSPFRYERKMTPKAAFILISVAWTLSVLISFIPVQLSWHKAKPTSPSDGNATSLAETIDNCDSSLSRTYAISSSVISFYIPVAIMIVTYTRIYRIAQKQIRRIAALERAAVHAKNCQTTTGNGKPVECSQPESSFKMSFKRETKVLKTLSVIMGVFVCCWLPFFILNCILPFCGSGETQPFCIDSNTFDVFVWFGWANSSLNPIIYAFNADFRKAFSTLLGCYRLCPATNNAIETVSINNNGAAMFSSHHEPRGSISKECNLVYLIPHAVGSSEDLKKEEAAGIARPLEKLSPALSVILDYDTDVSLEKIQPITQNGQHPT
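Tetracycline-induced HEK293 TREx D1 cells, force-coupled to calcium signalling, were dye-loaded with a no-wash calcium kit. Compound was pin-added after a 10 s baseline. Fluorescence was read kinetically at 1 cycle/s for 180 s, with calcium rises flagged as agonism.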
RXFP1 agonist: qHTS Assay for Agonists of the Relaxin Receptor RXFP1; Potency, µM (series often up to 57.5 µM), inactives show at the highest dose activation, hits mostly activators; AID 2676, 2010; HEK293T-RXFP1 cAMP TR-FRET, 30 min; response scale: percent of porcine relaxin response, buffer zero; 370,000 compounds, 0.3% hits; note: potency is the fitted concentration of half-maximal effect; % is set by controls: 0 for no effect and ±100 for the full control effect; nearly all actives have a fitted effect of over 60% in size; many of its hits are not listed in these tables
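cAMP rise read by TR-FRET after 30 min, 37C compound exposure (up to 58 uM) in RXFP1-transfected HEK293 cells with Ro 20174 present. EC50 from Hill-equation fits, with 29 nM porcine relaxin as 100% and buffer as basal.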
D2 potentiator: HTS Assay for Positive Allosteric Modulators of the Human D2 Dopamine Receptor: Primary Screen for Potentiators | potentiation, % at 10 µM | 340,000 compounds, 0.34% hits | HEK293 T-REx D2, calcium flux, EC20 dopamine potentiation | AID 485347, 2010;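 active = potentiation over 3 SD above the plate norm, cut at about 30% in these data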; note: 0% is about no effect
Target sequence (P14416 whole entry, looked up): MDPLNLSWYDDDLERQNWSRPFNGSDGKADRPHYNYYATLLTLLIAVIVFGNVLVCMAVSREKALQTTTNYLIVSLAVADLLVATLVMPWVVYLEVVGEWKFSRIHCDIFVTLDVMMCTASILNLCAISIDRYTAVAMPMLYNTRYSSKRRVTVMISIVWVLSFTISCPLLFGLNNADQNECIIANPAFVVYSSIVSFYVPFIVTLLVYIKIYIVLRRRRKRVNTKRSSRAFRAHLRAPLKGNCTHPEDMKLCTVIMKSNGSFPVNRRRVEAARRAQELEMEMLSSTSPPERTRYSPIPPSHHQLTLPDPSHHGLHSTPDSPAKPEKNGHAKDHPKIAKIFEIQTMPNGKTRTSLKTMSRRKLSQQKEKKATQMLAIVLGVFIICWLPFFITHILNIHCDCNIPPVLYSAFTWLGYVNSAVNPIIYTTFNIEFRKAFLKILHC
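Potentiation of an EC20 dopamine calcium response is measured in a force-coupled, tetracycline-inducible Hek293 Trex D2 line. Compound-only kinetic reads over 180 s flag agonists before dopamine addition.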
D1 PAM: Potentiators of Human D1 Dopamine Receptor: qHTS | potentiation, % at 10 µM | 360,000 compounds, 0.036% hits | AID 504651, 2011 | HEK293 TREx D1 cells, calcium flux, dopamine EC20 potentiation; in the data active = potentiation above about 30%; note: 0% is about no effect
Vif-APOBEC3F blk: qHTS for Inhibitors of Vif-A3F Interactions: qHTS; AID 602313, 2012; 390,000 compounds, 0.2% hits; HeLa A3F-eYFP + Vif (tagged APOBEC3F with the HIV-1 protein that degrades it), YFP fluorescence increase; Potency, µM (top dose mostly 46.1 µM), inactives show at the highest dose activity, negative = active; note: potency is the fitted concentration of half-maximal effect; % of control where 0% means no effect; nearly all actives have a fitted effect of over 65% in size
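Fluorescence increase (Ex 488/Em 500-530) after overnight compound treatment at 37 deg C flags inhibition of Vif-driven A3F-eYFP loss in stable HeLa A3F-eYFP/Vif cells seeded overnight beforehand.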
Vif-APOBEC3G blk: qHTS for Inhibitors of Vif-A3G Interactions: qHTS; DNA dC->dU-editing enzyme APOBEC-3G (Homo sapiens), Q9HC16; HeLa A3G-eYFP + Vif (tagged APOBEC3G with the HIV-1 protein that degrades it), YFP fluorescence, overnight; Potency, µM (doses to about 46.1 µM), without a hit: top-dose activity, negative = active, most hits filed as inhibitors; 410,000 compounds, 0.076% hits; AID 602310, 2012;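 note: potency is the fitted concentration of half-maximal effect; % is set by controls: 0 for no effect and ±100 for the full control effect; nearly all actives have a fitted effect of over 60% in size; hits raise eYFP signal because A3G escapes Vif-driven loss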
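HeLa cells stably expressing Vif and C-terminally eYFP-tagged A3G, seeded overnight at 37 deg C, then exposed to compound by pintool overnight at 37 deg C. Rise in yellow fluorescence (Ex 488/Em 500-530, Acumen) marks blocked Vif-driven A3G degradation.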
D1 antagonist: Antagonist of Human D 1 Dopamine Receptor: qHTS | HEK293 TREx D1 cells, calcium flux, dopamine EC80; stronger effect = lower value | activity change, negative = inhibition, % at 10 µM | 360,000 compounds, 3.2% hits; in the data active = activity change below about -30%; note: % is set by controls: 0 for no effect and ±100 for the full control effect
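Calcium flux readout: force-coupled, inducible Hek293 Trex D1 line, cells induced overnight at 30 C with tetracycline, dye-loaded 30–90 min at RT. Antagonism scored against EC80 dopamine challenge given 180 s after compound.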
* marks the source's active call; other numbers are inactive results; ? = inconclusive; . = not tested or not shown; & = joins results of further samples. Unless noted, calls come from the whole dose curve; as a rule, active = well fitted curve in the direction sought with a large enough effect; inconclusive = small, poorly fitted or top-dose-only effect, or another doubt; inactive = no such curve, though single readings can be large; an effect the other way counts as inactive or inconclusive. The list is partial; count on the stated rates, not on these rows.

SMILES	LDHA inh	Glioma ERSR ind	D1 agonist	RXFP1 agonist	D2 potentiator	D1 PAM	Vif-APOBEC3F blk	Vif-APOBEC3G blk	D1 antagonist
O=C(NCc1ccc2c(c1)OCO2)c1cccs1	1	1%	2	0.8%	0	3	-8%	2%	-2
Fc1ccc(-c2noc3ncnc(N4CCN(c5ccccc5)CC4)c23)cc1	-1	-1%	1	-3.4%	-1	-2	5%	2%	0
Oc1ccc(/C=N/NC2=NCCCCC2)cc1	-3	-1%	1	-0.3%	0	4	-2%	1%	-8
Cc1ccc(N2CCN(c3ccc(C)cc3)C2c2ccccn2)cc1	6	3%	1	-0.9%	-6	-3	1%	0%	5
CC(=O)c1ccccc1OC(=O)c1ccc(-c2ccccc2)cc1	-2	3%	.	.	.	.	-7%	0%	.
CCc1cc(C(=O)N2CCCC(C(=O)c3ccc(Oc4ccccc4)cc3)C2)n(C)n1 (configuration not stated)	-1	-2%	3	6.1%	11	-7	12%	6%	-7
Cc1cccc(-n2c(-c3ccccc3)c[nH]c2=S)c1C	-3	1%	0	1.8%	-2	-3	-18%	-1%	0
O=C(O)c1ccc(N=Cc2nc(-c3ccco3)oc2O)cc1	-7	1%	-2	-6.6%	-2	4	0%	-5%	24
O=C(O)CSc1ncnc2sc(-c3ccccc3)cc12	-13	?	2	18%	-10	3	9%	2%	10
CC(=O)N/C(=C\c1ccccc1)C(=O)OCC(=O)N(C)C1CCCCC1	-6	2%	-1	1.1%	3	9	-2%	-1%	13
CCN(C(=O)NCc1noc2ccccc12)c1cc(C)ccc1C	-2	-5%	2	-1.8%	-8	3	-5%	6%	5
O=C(NCCCN1CCN(c2ccccc2F)CC1)C1CCN(S(=O)(=O)c2cccs2)CC1	-9	-2%	6	2.8%	-18	-10	-16%	2%	-29
CC(C)N(C(C)C)S(=O)(=O)c1ccc(Cl)nc1	-5	-5%	2	1.3%	3	1	-12%	2%	1
CC(NC(=O)COC(=O)C1CCN(c2ccc(C(F)(F)F)cn2)CC1)c1ccc(Br)cc1 (configuration not stated)	4	-1%	9	-0.4%	12	-3	1%	-4%	-19
COc1ccccc1N(CC(=O)Nc1ccc(F)c(F)c1)S(C)(=O)=O	-3	2%	2	-0.1%	.	-7	1%	2%	4
COC(=O)COC(=O)c1ccc(Oc2nc(OC)nc(N(C)C)n2)cc1	0	2%	8	-0.4%	0	-5	-9%	0%	3
COc1ccc(-c2cc(C(=O)N3CCN(C(c4ccccc4)c4ccccc4)CC3)no2)cc1OC	-14	0%	6	0.0%	12	-4	-9%	0%	10
CNC(=O)COC(=O)/C=C/c1c(C)nn(-c2ccccc2)c1C	-1	-2%	0	0.4%	4	-6	2%	0%	3
O=[N+]([O-])c1cccc(-n2cc3ccc([N+](=O)[O-])cc3n2)c1	-4	0%	0	0.5%	0	-3	-14%	0%	-11
O=c1[nH]c2ccccc2n1CCCSCCCn1c(=O)[nH]c2ccccc21	0	0%	12	-1.7%	3	-9	3%	1%	-11
CCOC(=O)c1c(C)n(C)c2ccc(OCC(O)Cn3nc(C)c(Br)c3C)cc12 (configuration not stated)	-6	-1%	-1	2.7%	-4	-4	0%	2%	2
O=C(NCc1ccc(F)c(F)c1)C1CCC(=O)N(CC2CCCCC2)C1 (configuration not stated)	-4	-2%	-1	3.9%	-12	-6	-12%	2%	2
CCOc1ccccc1NS(=O)(=O)c1c(C)[nH]c(C)c1C(=O)N1CCCCC1	-11	-4%	4	0.4%	-2	-1	0%	-3%	-1
Cc1ccc(C(=O)NCC(=O)OCC(=O)NC(C)c2ccccc2)s1 (configuration not stated)	-4	-2%	0	0.1%	1	-4	4%	1%	-2
O=C(Nc1cccc(S(=O)(=O)N2CCCCC2)c1)C1CCC1	0	-3%	3	2.1%	.	1	-14%	2%	12

An excerpt from above in order of heavy-atom count, largest number first.
SMILES	LDHA inh	Glioma ERSR ind	D1 agonist	RXFP1 agonist	D2 potentiator	D1 PAM	Vif-APOBEC3F blk	Vif-APOBEC3G blk	D1 antagonist
CC(NC(=O)COC(=O)C1CCN(c2ccc(C(F)(F)F)cn2)CC1)c1ccc(Br)cc1 (configuration not stated)	4	-1%	9	-0.4%	12	-3	1%	-4%	-19
CCc1cc(C(=O)N2CCCC(C(=O)c3ccc(Oc4ccccc4)cc3)C2)n(C)n1 (configuration not stated)	-1	-2%	3	6.1%	11	-7	12%	6%	-7
CCOC(=O)c1c(C)n(C)c2ccc(OCC(O)Cn3nc(C)c(Br)c3C)cc12 (configuration not stated)	-6	-1%	-1	2.7%	-4	-4	0%	2%	2
O=c1[nH]c2ccccc2n1CCCSCCCn1c(=O)[nH]c2ccccc21	0	0%	12	-1.7%	3	-9	3%	1%	-11
CC(=O)N/C(=C\c1ccccc1)C(=O)OCC(=O)N(C)C1CCCCC1	-6	2%	-1	1.1%	3	9	-2%	-1%	13
Cc1ccc(C(=O)NCC(=O)OCC(=O)NC(C)c2ccccc2)s1 (configuration not stated)	-4	-2%	0	0.1%	1	-4	4%	1%	-2
CC(=O)c1ccccc1OC(=O)c1ccc(-c2ccccc2)cc1	-2	3%	.	.	.	.	-7%	0%	.
O=[N+]([O-])c1cccc(-n2cc3ccc([N+](=O)[O-])cc3n2)c1	-4	0%	0	0.5%	0	-3	-14%	0%	-11
O=C(O)CSc1ncnc2sc(-c3ccccc3)cc12	-13	?	2	18%	-10	3	9%	2%	10
Oc1ccc(/C=N/NC2=NCCCCC2)cc1	-3	-1%	1	-0.3%	0	4	-2%	1%	-8

More records.
SMILES	LDHA inh	Glioma ERSR ind	D1 agonist	RXFP1 agonist	D2 potentiator	D1 PAM	Vif-APOBEC3F blk	Vif-APOBEC3G blk	D1 antagonist
Nc1scc2c(C(=O)O)nn(-c3ccccc3)c(=O)c12	20	-1%	-1	-2.4%	11	-1	5%	10%	.
Cc1ccc(CNC(=O)c2c3c(nc4ccccc24)C(=O)N(C2CCCCC2)C3)cc1	-7	-3%	1	2.1%	-6	-2	-1%	-2%	7
CCCOC(=O)c1c(NC(=O)c2cc3ccccc3c(=O)o2)sc2c1CCC(C)C2 (configuration not stated)	2	2%	0	1.2%	-4	-3	0%	3%	16
O=C(c1ccc(CS(=O)(=O)c2c(Cl)cccc2Cl)o1)N1CCN(c2ccccc2)CC1	-1	-3%	6	-1.4%	6	-3	2%	-3%	-13
CN(C(=O)c1cc2sccc2n1C)C1CCCCC1	7	0%	3	-1.3%	15	2	-10%	1%	-35*
Cc1ccc(C)c(Nc2cc(C(=O)NC3CCCCC3)c3ccccc3n2)c1	-8	-5%	-2	16%	-9	5	3%	-1%	-8
COc1ccc(-c2c(C3=CCCCC3)oc3ccc(-c4ccc5c(c4)OCO5)cc23)cn1	2	-1%	.	.	.	.	0%	-1%	.
CCCN(CCC)S(=O)(=O)c1ccc(N2CCCC2=O)c([N+](=O)[O-])c1	-1	-5%	-1	1.2%	-2	-5	3%	-2%	-10
CCOC(=O)/C=C/C(=O)OCC(=O)Nc1cccc(Br)c1	-8	0%	3	-0.7%	-2	0	-10%	-9%	0
N#Cc1c(Sc2ncc(C(F)(F)F)cc2Cl)nsc1C/C=N\OCc1c(F)cccc1Cl	8	-3%	-1	2.1%	2	0	.	?	-6
CNS(=O)(=O)c1cc(S(=O)(=O)NC)c2cccc3c2c1NC3=O	4	-3%	2	11%	-5	0	4%	0%	-1
COC(=O)C1C(c2ccc(OC)cc2)NC(=O)NC1(O)C(F)(F)Cl (configuration not stated)	-1	0%	1	1.1%	3	-4	24%	5%	-3
CCc1nc(SCC(=O)Nc2cccc(C(F)(F)F)c2)c2c(=O)n(C)c(=O)n(C)c2n1	-8	-6%	0	1.6%	0	-7	-13%	0%	14
CC(C)COC(=O)OCN1C(=O)CN(CCN2CC(=O)N(COC(=O)OCC(C)C)C(=O)C2)CC1=O	-11	-2%&-5%&-1%	-2	-1.5%	-6	7	-3%	-3%	1
O=C(COC(=O)c1cc(=O)[nH]c(=O)[nH]1)Nc1cccc(Cl)c1	-2	-4%	.	.	.	.	4%	-1%	.
N#CCCn1c(C2CCCCC2)nc2ccccc21	-6	-6%	3	-0.4%	0	2	.	-6%	1
Cc1nc2ccccc2n1CC(=O)OCC(=O)NCc1ccccc1	-1	-3%	4	-0.5%	.	0	-2%	-1%	6
CCOc1ccccc1N(CC)C(=O)Cn1ncc2c([nH]c3ccccc32)c1=O	-2	-4%	6	1.5%	-1	-2	0%	-19%	12
Cn1c(SCC(=O)N2CCN(c3ccccc3)CC2)nnc1-c1ccncc1	2	0%	-1	0.0%	27	-2	-3%	1%	10
Cc1noc(C)c1S(=O)(=O)N(C)C[C@H]1Oc2ccc(NC(=O)Cn3cnnn3)cc2C(=O)N([C@H](C)CO)C[C@@H]1C	1	-4%	.	.	.	.	-2%	4%	.
Cc1ccc(CNC(=O)C2CC(c3ccccc3F)=NO2)cc1 (configuration not stated)	-15	-1%	1	0.4%	5	2	-2%	-24%	-2
CCN(CC)S(=O)(=O)c1ccc(NC(=O)Cn2c(=O)oc3ccccc32)cc1	-12	-2%	9	0.5%	-4	-4	-1%	0%	-1
Cc1ccc(NC(=S)NNC(=O)Nc2ccccc2)cc1	-3	4%	2	-0.3%	-8	6	2%	0%	-2
Cc1ccc2nc(NCCO)nc(-c3ccccc3)c2c1	-5	-5%	0	0.7%	3	-12	-12%	-5%	-3
